# mcGAS RapidFire: inhibitors of mouse cGAS; Q8C6L5; recombinant mouse cGAS, cGAMP by RapidFire MS; inhibition, % at 12.5 µM; hit rate 0.18% among 130,000; AID 1259397;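 active = inhibition of cGAS enzyme activity at or above 60%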;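 also: enzyme stimulated by 45 bp dsDNA with ATP and GTP substrates; cGAMP share of summed cGAMP plus half ATP and half GTP signals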
# Target sequence (Q8C6L5 whole entry, looked up): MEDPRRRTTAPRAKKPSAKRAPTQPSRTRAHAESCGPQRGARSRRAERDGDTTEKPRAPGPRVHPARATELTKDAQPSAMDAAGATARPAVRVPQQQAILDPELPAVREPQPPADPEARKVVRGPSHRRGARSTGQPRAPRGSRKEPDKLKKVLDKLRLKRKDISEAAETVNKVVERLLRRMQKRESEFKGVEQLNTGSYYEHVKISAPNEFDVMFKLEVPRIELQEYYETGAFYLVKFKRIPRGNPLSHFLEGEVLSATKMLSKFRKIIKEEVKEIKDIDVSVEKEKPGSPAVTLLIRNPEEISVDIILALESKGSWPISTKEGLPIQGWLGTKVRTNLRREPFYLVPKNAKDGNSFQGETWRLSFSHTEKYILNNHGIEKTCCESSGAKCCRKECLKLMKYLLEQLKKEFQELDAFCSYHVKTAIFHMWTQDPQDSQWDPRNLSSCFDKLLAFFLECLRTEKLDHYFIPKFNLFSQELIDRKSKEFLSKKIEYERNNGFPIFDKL
# * = called active by the depositor; & = joins results of further samples. Only part of the results is shown. The share of hits here may be higher or lower than overall.
SMILES,mcGAS RapidFire
COCCn1c(C)c(C)n2c3c(=O)n(CC(C)C)c(=O)n(C)c3nc12,-11
CCOC(=O)C1(CC2CC2)CCN(C(=O)Cc2c(F)ccc(F)c2F)CC1,-6
S=c1[nH]c2cc(Br)cnc2[nH]1,-4
O=C(/C=C/c1cnc[nH]1)NCCNc1cccc2ccccc12,-4
CCOc1ccc(S(=O)(=O)N2CCCCC2)cc1NC(=O)CCl,-1
O=S(=O)(Nc1cccc(Cl)c1N1CCOCC1)c1ccc(F)c(F)c1,-5
CN(Cc1ccccc1)Cc1ccccc1,2
Cn1cnnc1Sc1nc2c(c(=O)[nH]c(=O)n2C)n1Cc1ccccc1,-4
CCOC(=O)c1nn(-c2ccccc2)c(=O)cc1N1CCc2ccccc21,-5
CC(C)(C)N1CC(COc2ccccc2)OC1=O (stereo unspecified),-7
Cc1c(C(=O)NCCCc2ccccc2)oc2c(F)cccc12,2
CCN(CC)CCNC(=O)c1cc2c(=O)n3ccccc3nc2s1,-11
O=C1CN(Cc2ccc(Br)cc2)C(=O)N1c1ccc(F)cc1,6
O=[N+]([O-])c1ccc(C2c3cccn3CCCN2Cc2c(F)cccc2F)cc1 (stereo unspecified),-5
CCC(C)(CC(=O)O)CC(=O)Nc1cccc(O)c1 (stereo unspecified),1
Cc1nccc(C(=O)Nc2ccc3c(c2)CCC(=O)N3Cc2ccc(Cl)cc2)n1,3
Cc1cnc(CNC(=O)C2CC2c2ccc(F)c(F)c2)o1 (stereo unspecified),-5
O=C(c1ccc(CNc2cccc3c2OCCO3)cc1)N1CCCC1,-17
C=c1occc1=C1NN=C(SC(C)C(=O)Nc2ccc3c(c2)CCC3)O1 (stereo unspecified),-1
Cc1ccc(CN2CC(C(=O)N(Cc3nccn3C)C3CC3)CC2=O)cc1 (stereo unspecified),-15
Cc1cc(CNc2cc(N)ncn2)c2[nH]c(-c3ccccc3)c(C)c2c1,-25
O=C(Cc1ccccc1)N1CCn2c(nnc2C(=O)N2CCCCC2)C1,-4
C/C(=N/N=C1\NC(=O)C(CC(=O)Nc2ccc(Cl)cc2Cl)S1)C(C)C (stereo unspecified),-32
CS(=O)(=O)c1ncc(CN2CCCCC2c2nccs2)n1CCCc1ccccc1 (stereo unspecified),-8
CCc1cc(S(=O)(=O)NC2CCCCC2)ccc1OC,-14

# Arranged by molecular weight (rising): some entries from above.
SMILES,mcGAS RapidFire
S=c1[nH]c2cc(Br)cnc2[nH]1,-4
Cc1cnc(CNC(=O)C2CC2c2ccc(F)c(F)c2)o1 (stereo unspecified),-5
Cc1ccc(CN2CC(C(=O)N(Cc3nccn3C)C3CC3)CC2=O)cc1 (stereo unspecified),-15

# The list goes on:
SMILES,mcGAS RapidFire
N#CCCn1[nH]c(-c2ccccc2)cc1=O,8
Cc1nnsc1CN(C)Cc1nc2ccccc2n1C(C)C,-23
CCCN(C(=O)Cn1cnc2c(cnn2C)c1=O)C1CCc2ccccc2C1 (stereo unspecified),-25
Cc1ccccc1-c1ccc2c(c1)N(CCN1CCOCC1)C(=O)COC2,-7
CC(C)N1CCNC(=O)C1CC(=O)NCCc1nc2ccc(Cl)cc2[nH]1 (stereo unspecified),-17
O=C(c1cc(Cl)ccc1Cl)N1CCC(Cn2ccnc2)CC1,-2
Cc1nnc(N2CCN(C(=O)C3COc4ccccc4O3)CC2)c(C#N)c1C (stereo unspecified),-23
N#Cc1nc2c(S(=O)(=O)c3ccccc3)c(N)n(Cc3ccc4c(c3)OCO4)c2nc1C#N,-6
COc1ccc(CNC(=O)c2cnc3ccccc3n2)cc1C(=O)O,7
Cn1cc(CC(=O)N2CCN(C(=O)C3CC3)CC2)c2ccccc21,-8
CCN(CC)C1=NC(=O)C(CC(=O)Nc2ccccc2C)S1 (stereo unspecified),-1
CCCCCCCNC(=O)/C(C#N)=N\Nc1nc[nH]c1C(N)=O,-5
O=C(CCOc1ccccc1)Nc1ccnn1C1CCN(C2CCSCC2)CC1,-10
COc1ccccc1-c1nnc(NC(=O)c2cccc(NS(=O)(=O)c3ccccc3)c2)o1,-5
O=C(COC(=O)c1ccccc1COc1ccccc1)NC1CC1,1
CC(C(=O)Nc1ncccn1)N(C)C1CCCN(c2cccnn2)C1 (stereo unspecified),-2
O=C1CCC(C(=O)N2CCCC(CNC(=O)c3ccc(-c4ccccc4)cc3)C2)=NN1 (stereo unspecified),-9
CC(C)N(CCC(N)=O)CC1CC=CCC1 (stereo unspecified),-14
CC(C)OCCC1CCCCN1S(=O)(=O)c1cnn(C)c1 (stereo unspecified),-2
CC(C)Cc1cc(CNc2nc(-c3cccnc3)nc3c2CCNC3)no1,-16
Cc1nn(C)c(Oc2cccnc2)c1NC(=O)CSCCC(C)C,-2
O=c1[nH]c(-c2cccs2)nc2sc3c(c12)CCCC3,-15
c1ccc(-c2nnc(CSc3nnc(C4CC4)n3C3CC3)o2)cc1,-5
COc1ccccc1CNC(=O)N1CCCN(C(=O)c2ccc[nH]c2=O)CC1,8
CC(C)CC(O)C(=O)N1CCCN(C(=O)c2ccco2)CC1 (stereo unspecified),-21
# New compounds follow
SMILES,mcGAS RapidFire
COc1ccc(OC)c(-n2ccc3c(cnc4nc(SC)nn43)c2=O)c1,-6
CCOc1ccc2c(C)nc(NC3=NC(C)(C)C=C(C)N3)nc2c1,-1
O=C(O)Cc1csc(SCc2ccc(F)cc2)n1,-2
CCC(C)C(=O)N1CCN(Cc2noc(-c3cccs3)n2)CC1 (stereo unspecified),-3
CCc1nc(CC)n(Cc2nnc(-c3ccc(C#N)cc3)o2)n1,-1
Cc1nc2ncc3c(=O)n(Cc4ccccc4Cl)ccc3n2n1,-9
Cc1c(C(C)NCc2cccn2-c2ncccn2)cnn1-c1cccc(F)c1 (stereo unspecified),-4
COCc1c(Br)cccc1NC(=O)c1c(C)noc1C,-2
Cc1nnc(Cl)c2nn(-c3ccc(F)cc3Cl)c(C)c12,-4
CN1C[C@@H]2CC[C@H](CC1=O)N2c1cc(N2CCOCC2)ncn1,-15
CN(CC(O)COCc1ccccc1NCc1ccc(Cl)s1)C1CCCCC1 (stereo unspecified),-10
Cc1cc2nc(-c3cnc(NCC4CCCO4)nc3)[nH]c2cc1C (stereo unspecified),-2
COCc1cc(CN2CCN(Cc3cccc(Cl)c3)CC2)ccc1OC,-12
CCOC(=O)C1CCN(C(c2ccccn2)c2c(C)[nH]c3ccccc23)CC1 (stereo unspecified),-4
Fc1ccc(-c2c[nH]c(=S)[nH]2)cc1,-12
COc1ccc(-c2cc(C(=O)O)n(-c3ccccc3Cl)n2)cc1,-2
OCCOc1cccc(-c2nccn2-c2ccc(CCO)cc2)c1,-8
CC(C)COc1ccc(NC(=O)C2CC2c2cnn(C)c2)cc1Cl (stereo unspecified),-9
CC(C)N(Cc1ccccc1)S(=O)(=O)c1cc2c3c(c1)CCN3C(=O)CC2,2
CCn1ccnc1CN1C[C@@H]2CN(C(=O)C3CC3)C[C@]2(C(=O)O)C1,1
CN1CCN(C(CNS(=O)(=O)c2cc(F)ccc2F)c2cccnc2)CC1 (stereo unspecified),-6
CCOc1ccc(/C=C2N=C(/C=C/c3ccccc3)OC/2=O)cc1,1
O=C(O)c1cc(-c2ccccc2F)nc2cc(-c3ccc(Cl)cc3)nn12,3
Cc1cccc(CC(=O)N(C)CC2Cc3ccccc3O2)c1 (stereo unspecified),-25
N#CCc1ccc(OCCN2CCN(C(=O)C3CCCC3)CC2)cc1,-4
# (cont.)
SMILES,mcGAS RapidFire
Cc1ccc(S(=O)(=O)CCC(=O)Nc2ccc(C)c(C)c2)cc1,-4
COC(=O)C1C(=O)c2c([nH]c(C(=O)OC3CCCC3)c2C)CC1C (stereo unspecified),-7
O=C(CCC1(Cc2ccc3ccccc3c2)CCC(=O)N1)NCc1ccc2c(c1)OCO2 (stereo unspecified),-10
O=C(Nc1nc2ncccc2[nH]1)C1CC1c1ccc(Cl)cc1 (stereo unspecified),-2
CC1(C)CC(C(=O)N2CCOc3ccc(CN4CCc5ccccc5C4)cc3C2)CCO1 (stereo unspecified),-12
CC1(C(=O)Nc2ccc3c(c2)OCCO3)CCN1Cc1ccccc1OC(F)F (stereo unspecified),-10
S=c1[nH]ncn1-c1cccc(Cl)c1,8
C(=NNc1nncc2ccccc12)c1ccco1,-9
O=C1CN(C(=O)CC2(C(=O)O)CCCCC2)CCN1,-5
c1csc(-c2noc(CSc3ccc4c(c3)OCCO4)n2)c1,0
Cc1cc(S(=O)(=O)NCCn2ncccc2=O)ccc1F,-5
Cc1ccc2nc(C)c(NC(=O)C3CC3)c(=O)n2c1,8
Cc1ccc(SCCN2CCC(N3CCCC3)C2)cc1C (stereo unspecified),-4
CCCCCc1ccc(NS(=O)(=O)c2ccc3c(c2)NC(=O)CO3)cc1,2
CC(=O)Nc1cccc(-c2cc3nc(NCc4cccnc4)n(C)c(=O)c3s2)c1,-4
Cc1ccc(OCc2cc(C(=O)NCc3ccnc4ccccc34)no2)cn1,-10
CCC(C)NC(=O)Cn1c(N)nc(C#N)c1C#N (stereo unspecified),-11&1
Cc1ccc(S(=O)(=O)/C(C#N)=C/N2CCN(Cc3ccccc3)CC2)cc1,-5
Cc1nc2c(c(NCCCN3CCCC3=O)n1)CNC2,16
COc1ccc(OC)c(-n2cnnn2)c1,-7
COC(=O)C1CCN(C(=O)CC(c2ccccc2)c2ccccc2Cl)CC1 (stereo unspecified),-3
Cc1nc(CNC(=O)CSc2nc3ccccc3c(=O)[nH]2)cs1,-15
c1ccc(CSc2nn3cc(-c4ccccc4)nc3s2)cc1,-8
COc1ccc(Cl)cc1NC(=O)Cn1nc(C(F)(F)F)cc1C,21
CCc1nnsc1C(=O)NC(c1nccn1C)C1CC1 (stereo unspecified),-18

# A draw from above in order of SMILES length, low to high:
SMILES,mcGAS RapidFire
CN(Cc1ccccc1)Cc1ccccc1,2
COc1ccc(OC)c(-n2cnnn2)c1,-7
S=c1[nH]c2cc(Br)cnc2[nH]1,-4
O=C(O)Cc1csc(SCc2ccc(F)cc2)n1,-2
CCC(C)NC(=O)Cn1c(N)nc(C#N)c1C#N (stereo unspecified),-11&1
COCc1c(Br)cccc1NC(=O)c1c(C)noc1C,-2
Cc1cc(S(=O)(=O)NCCn2ncccc2=O)ccc1F,-5
Cc1ccc2nc(C)c(NC(=O)C3CC3)c(=O)n2c1,8
Cc1cnc(CNC(=O)C2CC2c2ccc(F)c(F)c2)o1 (stereo unspecified),-5
O=C(c1cc(Cl)ccc1Cl)N1CCC(Cn2ccnc2)CC1,-2
O=C(c1ccc(CNc2cccc3c2OCCO3)cc1)N1CCCC1,-17
COc1ccc(CNC(=O)c2cnc3ccccc3n2)cc1C(=O)O,7
CC(C(=O)Nc1ncccn1)N(C)C1CCCN(c2cccnn2)C1 (stereo unspecified),-2
COc1ccc(-c2cc(C(=O)O)n(-c3ccccc3Cl)n2)cc1,-2
CCOc1ccc2c(C)nc(NC3=NC(C)(C)C=C(C)N3)nc2c1,-1
Cc1ccc(OCc2cc(C(=O)NCc3ccnc4ccccc34)no2)cn1,-10
O=S(=O)(Nc1cccc(Cl)c1N1CCOCC1)c1ccc(F)c(F)c1,-5
CCCCCc1ccc(NS(=O)(=O)c2ccc3c(c2)NC(=O)CO3)cc1,2
C=c1occc1=C1NN=C(SC(C)C(=O)Nc2ccc3c(c2)CCC3)O1 (stereo unspecified),-1
CCOC(=O)C1CCN(C(c2ccccn2)c2c(C)[nH]c3ccccc23)CC1 (stereo unspecified),-4
O=[N+]([O-])c1ccc(C2c3cccn3CCCN2Cc2c(F)cccc2F)cc1 (stereo unspecified),-5
CC(=O)Nc1cccc(-c2cc3nc(NCc4cccnc4)n(C)c(=O)c3s2)c1,-4
N#Cc1nc2c(S(=O)(=O)c3ccccc3)c(N)n(Cc3ccc4c(c3)OCO4)c2nc1C#N,-6

# More compounds.
SMILES,mcGAS RapidFire
COc1ccc(CC(=O)OCc2cc(Cl)c3c(c2)OCCCO3)cc1F,-2
O=C(CN1C(=O)NC2(CCc3ccccc32)C1=O)NCCOc1ccccc1 (stereo unspecified),-2
CCc1cnc(C)nc1NCC1CCCNC1 (stereo unspecified),-15
CC(=O)NC1CCCN(C(=O)C2CCS(=O)(=O)C2)C1 (stereo unspecified),-12
CC(C)N(Cc1cnn(C)c1)C(=S)NC1CCCCC1,-7
COc1cc(-c2nccn2C2CCCCCC2)ccc1OCC(N)=O,-16
Cc1cc(O)c(C(c2ccncc2)N2CCN(c3ccc(F)cc3)CC2)c(=O)n1Cc1cccnc1 (stereo unspecified),-9
CC(=O)n1cc(/C=C2/C(=O)NC(=S)N(c3ccccc3)C2=O)c2ccccc21,9
CC(=O)c1cccc(NC(=O)NC2CC(=O)N(CCc3ccccc3)C2)c1 (stereo unspecified),-5
CCCC1CCCC(=C\c2ccc(OC)cc2)/C1=N\OC(=O)NCC (stereo unspecified),-10
Cc1ccc(C(=O)NC(C)c2ccc(S(C)(=O)=O)cc2)cc1 (stereo unspecified),-11
C=CCNC(=O)CCCC(=O)OCC(F)(F)C(F)F,-3
COC(=O)Cc1csc(N)n1,-10
CC(C)C(=O)NNS(=O)(=O)c1ccc(F)cc1,-5
NC(=O)C1CCN(C(=O)C2CCCN(S(=O)(=O)N3CCCCC3)C2)CC1 (stereo unspecified),-2
CCn1cnc(NC(=O)N(C)Cc2cccc3ncccc23)n1,-21
Cc1ccc(CN2CCN(Cc3cnn(-c4ccc(F)cc4)c3)CC2CCO)o1 (stereo unspecified),-2
COc1cc(OC)c2ncc3c(=O)nc4ccccn4c3c2c1,-7
CC(Cn1ccnc1)NC(=O)Nc1ccc(N2CCCC2)c(Cl)c1 (stereo unspecified),-2
O=C(CCc1cccnc1)N1CCC(c2ccnc(-c3cccc(O)c3)c2)C1 (stereo unspecified),-18
Cc1nc2n(n1)C(=O)C(C(c1ccc([N+](=O)[O-])cc1)N1CCC3(CC1)OCCO3)S2 (stereo unspecified),-12
CCOc1ncnc2c1sc1nc(N3CCOCC3)c3c(c12)CC(C)(C)OC3,-3
CC(C)c1ccccc1-n1c(SCc2nc3ccccc3c(=O)[nH]2)nnc1-c1cccnc1,-14
CSCC(=O)N1CCc2[nH]nc(-c3ccccc3F)c2C1,-4
C=CCn1c(SCc2ccc(C)cc2)nnc1C1CCS(=O)(=O)C1 (stereo unspecified),-6
CN(C)C(=O)CNC(=O)C1(c2ccc(Cl)cc2)CC1,0
Cc1ccc(Cn2ncc3c(C(F)(F)F)cc(-c4ccco4)nc32)o1,-18
